Source: PubChem (National Center for Advancing Translational Sciences (NCATS))
RXFP1 agonist – qHTS Assay for Agonists of the Relaxin Receptor RXFP1; HEK293T-RXFP1 cAMP TR-FRET, 30 min; response scale: percent of porcine relaxin response, buffer zero; Potency, µM (doses to about 57.5 µM), without a hit: at the top dose activation, usual class: activators; hit rate 0.3% among 370,000; AID 2676, 2010; active = well fitted activation curve with a large enough effect; inconclusive = small, poorly fitted or top-dose-only effect; also: potency is read from the fitted curve at half-maximal effect; % is scaled to controls: 0 for no effect and ±100 for the full control effect; nearly all actives have a fitted effect of over 60% in size; many of its hits are not listed in these tables
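HEK293T cells stably expressing RXFP1 were pretreated with the PDE4 inhibitor Ro 20174, exposed to compounds for 30 min at 37C, lysed, and cAMP was read by TR-FRET. Data normalized to buffer (basal) and 29 nM porcine relaxin (100%).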
D2 antag – HTS Assay for Allosteric Antagonists of the Human D2 Dopamine Receptor: Primary Screen for Antagonists. D(2) dopamine receptor (Homo sapiens), P14416. HEK293 TREx D2 cells, calcium flux, dopamine EC80. inhibition, % at 10 µM. hit rate 2% among 340,000. AID 485344, 2010; in the data active = inhibition above about 30%; also: 0% is about no effect
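Overnight-induced (tetracycline, 30 C) HEK293 T-REx cells carrying force-coupled D2 receive a no-wash calcium dye, then compound, then EC80 dopamine at 180 s; signals are read kinetically throughout.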
D1 ag – Allosteric Agonists of the Human D1 Dopamine Receptor: qHTS; D(1A) dopamine receptor (Homo sapiens), P21728; HEK293 T-REx D1 cells, calcium flux, agonist mode; activation, % at 2 µM; hit rate 1% among 360,000; AID 504660, 2011; in the data active = activation above about 30%; also: 0% is about no effect
Target sequence (P21728 whole entry, looked up): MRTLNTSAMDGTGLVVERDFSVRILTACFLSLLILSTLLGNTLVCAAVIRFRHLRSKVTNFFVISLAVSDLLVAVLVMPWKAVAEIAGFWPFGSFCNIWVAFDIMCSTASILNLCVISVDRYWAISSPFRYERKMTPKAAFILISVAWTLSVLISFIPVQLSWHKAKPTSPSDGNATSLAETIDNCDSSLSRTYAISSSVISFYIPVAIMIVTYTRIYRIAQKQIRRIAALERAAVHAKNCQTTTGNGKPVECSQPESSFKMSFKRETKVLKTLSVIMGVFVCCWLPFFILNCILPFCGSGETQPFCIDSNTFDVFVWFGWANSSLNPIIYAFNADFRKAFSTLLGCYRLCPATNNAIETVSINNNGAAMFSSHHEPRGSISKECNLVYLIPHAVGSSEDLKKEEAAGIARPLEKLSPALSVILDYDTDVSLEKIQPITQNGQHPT
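Agonism was scored from calcium flux recorded over 180 s (1 read/s) after pintool compound addition, following a 10-cycle baseline. Cells were inducible force-coupled HEK293 TREx D1, plated overnight at 30 C and loaded with no-wash calcium dye.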
D2 agonist – HTS Assay for Allosteric Agonists of the Human D2 Dopamine Receptor: Primary Screen for Agonists | D(2) dopamine receptor (Homo sapiens), P14416 | HEK293 T-REx D2 cells, calcium flux agonist mode | activation, % at 2 µM | hit rate 0.53% among 340,000;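 active = activation over 3 SD above normal in the single-dose calcium agonist read, cut at about 30% in these data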; also: 0% is about no effect
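Tetracycline-induced HEK293 T-REx cells with force-coupled D2 receptor, plated overnight at 30 C, loaded with no-wash calcium dye. After a 10 s baseline, compound was pin-added and calcium flux read kinetically for 180 s; calcium rises flagged agonists.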
TRHR PAM – qHTS for Small Molecule Agonists and Allosteric Enhancers of Human TRH Receptor: Primary Screen for Enhancers; Thyrotropin-releasing hormone receptor (Homo sapiens), P34981; TRHR cells, fluo-8 calcium fluorescence, EC20 TRH enhancement; enhancement, % at 2 µM; hit rate 0.66% among 360,000; AID 493056, 2011; in the data active = enhancement above about 30%; also: 0% is about no effect
Target sequence (P34981 whole entry, looked up): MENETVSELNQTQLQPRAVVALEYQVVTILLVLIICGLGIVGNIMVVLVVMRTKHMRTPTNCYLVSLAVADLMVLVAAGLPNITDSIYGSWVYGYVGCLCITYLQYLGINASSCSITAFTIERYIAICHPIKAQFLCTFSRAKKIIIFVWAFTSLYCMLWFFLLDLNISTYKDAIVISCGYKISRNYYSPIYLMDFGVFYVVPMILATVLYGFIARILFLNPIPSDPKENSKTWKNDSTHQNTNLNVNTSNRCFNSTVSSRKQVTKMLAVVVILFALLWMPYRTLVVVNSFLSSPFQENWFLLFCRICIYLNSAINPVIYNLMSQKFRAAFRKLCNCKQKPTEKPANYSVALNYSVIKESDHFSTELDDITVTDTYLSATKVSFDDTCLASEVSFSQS
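Enhancer read-out: after compound pinning and an initial kinetic agonist-mode read, an EC20 of TRH (10 nM final) was injected and fluo-8 calcium signal (Ex 480/Em 530) followed at 1 s/cycle for 100 cycles in TRHR-expressing cells.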
RXFP1 antag – qHTS Assay for Antagonists of the Relaxin Receptor RXFP1; Relaxin receptor 1 (Homo sapiens), Q9HBX9; HEK293-RXFP1, relaxin-stimulated cAMP HTRF, 30 min; active compounds read low; activity change, negative = inhibition, % at 57.5 µM; hit rate 0.59% among 350,000;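 active = activity change of -60% or lower, but not beyond a set lower limit; inconclusive = change between -60% and -40%, or beyond the set limit; inactive = change above -40%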; also: % is scaled to controls: 0 for no effect and ±100 for the full control effect
D1 PAM – Potentiators of Human D1 Dopamine Receptor: qHTS. potentiation, % at 10 µM. hit rate 0.036% among 360,000. HEK293 TREx D1 cells, calcium flux, dopamine EC20 potentiation. AID 504651, 2011; in the data active = potentiation above about 30%; also: 0% is about no effect
D2 potentiator – HTS Assay for Positive Allosteric Modulators of the Human D2 Dopamine Receptor: Primary Screen for Potentiators | HEK293 T-REx D2, calcium flux, EC20 dopamine potentiation | potentiation, % at 10 µM | hit rate 0.34% among 340,000;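 active = potentiation over 3 SD above the plate norm, cut at about 30% in these data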; also: 0% is about no effect
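Tetracycline-induced Hek293 Trex D2 cells, force-coupled to calcium, loaded with no-wash calcium dye. Compound added with 180 s kinetic read for agonism, then EC20 dopamine and a further 180 s read for potentiation.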
D1 antag – Antagonist of Human D 1 Dopamine Receptor: qHTS. AID 504652, 2011. D(1A) dopamine receptor (Homo sapiens), P21728. activity change, negative = inhibition, % at 10 µM. hit rate 3.2% among 360,000. HEK293 TREx D1 cells, calcium flux, dopamine EC80; active compounds read low; in the data active = activity change below about -30%; also: % is scaled to controls: 0 for no effect and ±100 for the full control effect
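HEK293 T-REx cells expressing inducible, force-coupled D1 receptor; no-wash Ca dye, 30–90 min RT. Cmpd → 180 s read at 1 Hz → EC80 DA → 180 s read.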
Numbers without * were called inactive; ? = inconclusive; · = no result given. An excerpt (hit frequency here may not be typical).

Fields – TRHR PAM	D2 potentiator	D2 agonist	D1 antag	RXFP1 agonist	D1 PAM	D1 ag	RXFP1 antag	D2 antag
1: O=S(=O)(c1cccc(S(=O)(=O)N2CCC(N3CCCCC3)CC2)c1)N1CCOCC1
→ 49*	17	0.6	14	1.8%	-1	-1	·	6
2: COc1cc(C(=O)c2ccccc2)c(OC)cc1C(=O)Nc1ccc(O)cc1
→ 1	15	0.5	-4	4.0%	6	5	-2	6
3: Cc1cccc(-c2nsc(SCC(=O)NCc3ccco3)n2)c1
→ -4	-6	-1.0	-13	0.3%	-11	3	-4	7
4: COc1ccc(/C(C)=N\NC(=O)c2ccc3c(c2)OCO3)cc1OC
→ -1	5	-0.1	-1	0.9%	7	1	·	16
5: COc1ccc2c(C)c(C(=O)O)oc2c1
→ -1	-6	1.0	2	19%	4	0	-2	5
6: O=S(=O)(Nc1cccc(-c2ccc3nncn3n2)c1)c1cccc(F)c1
→ -3	-12	0.8	23	4.2%	-3	3	-6	-12
7: O=C(Oc1ccc2ccccc2c1)c1ccco1
→ -1	-6	-0.5	-1	3.5%	-2	2	-16	-7
8: COC(=O)COc1ccc(S(=O)(=O)N2CCc3ccccc3C2)cc1
→ -2	1	-4.7	16	1.0%	-6	0	-22	-3
9: COc1ccc(C(=O)NCc2ccncc2)cc1S(=O)(=O)NCc1ccc(Cl)cc1
→ -3	4	0.1	3	-0.2%	-2	2	3	-13
10: CN(CC(=O)Nc1ccc(OC(F)(F)F)cc1)C(=O)Cn1c(=O)cnc2ccccc21
→ 8	-2	1.1	7	0.4%	·	6	-1	-14
11: NCCCC[C@@H](C(=O)NCCCCCCCCCCC(=O)N1CCNCC1)n1cc(CCO)nn1
→ 8	-2	0.5	-5	-1.1%	-3	4	·	-8
12: O=C(OCc1nnc(-c2ccccc2)o1)c1cc(S(=O)(=O)N2CCOCC2)ccc1F
→ -4	3	-0.3	-11	2.4%	4	5	-16	-21
13: O=S(=O)(Nc1ncccn1)c1ccc(Cl)cc1
→ 0	7	-0.6	-4	-1.5%	-1	0	-2	-8
14: COCc1cc(=O)[nH]c(/N=C(\N)Nc2cccc(Cl)c2)n1
→ 1	-1	1.9	10	0.5%	4	1	5	-5
15: CCOC(=O)c1ccccc1NC(=O)c1ccc(NS(C)(=O)=O)cc1
→ 3	13	0.2	-5	1.7%	3	1	0	-8
16: CCCCC(=O)Nc1ccc(NC(=O)c2ccc([N+](=O)[O-])cc2)cc1OC
→ 1	7	-0.8	-15	1.8%	-1	0	-5	-6
17: COC(=O)C(C)NC(=O)C1CCCN1S(=O)(=O)c1cc(C)c(Cl)cc1C (stereo not given)
→ 0	15	-0.3	8	0.3%	-4	2	-8	-10
18: CN(/C=C/c1c([N+](=O)[O-])c(=O)n(C)c(=O)n1C)c1ccccc1
→ 10	·	·	31	0.6%	-1	1	9	·
19: O=c1cc(N2CCN(c3ccc(F)cc3)CC2)[nH]c(=O)n1Cc1ccc(F)cc1
→ -1	-2	-2.3	4	1.6%	-4	4	-3	-5
20: O=C(NC1CCCc2ccccc21)C12CC3CC(CC(O)(C3)C1)C2 (stereo not given)
→ -2	-3	-0.2	-7	1.7%	2	1	1	-13
21: CCOc1cc(C(=O)OCC(=O)NC(C)c2ccccc2)ccc1OCC(=O)N1CCOCC1 (stereo not given)
→ -9	6	-1.0	5	-1.5%	-3	14	-5	22
22: O=C(O[C@H]1[C@H](Cc2ccccc2)NS(=O)(=O)[C@H]2C[C@@H]3C=C[C@]12O3)c1ccc([N+](=O)[O-])cc1
→ -4	-10	0.0	-7	-2.3%	-5	1	·	19
23: O=C(CN1CCN(C(=O)c2ccco2)CC1)N1CCc2[nH]c3ccccc3c2C1
→ -5	4	3.9	0	-0.4%	-2	7	-13	5
24: CC(C)Oc1ccc(C(=O)NCc2cccnc2)cc1
→ -6	·	·	-14	-0.1%	-4	1	-11	·
25: Cc1ccc(-c2nc(-c3nccc4ccccc34)oc2-c2ccccc2)cc1
→ -2	-3	1.9	11	7.8%	4	2	4	-5
26: O=C(NCCc1nc2ccccc2[nH]1)/C(=C/c1ccc(F)cc1)NC(=O)c1ccco1
→ -5	6	1.0	-6	1.3%	-3	2	-3	3
27: COc1ccc(CN(C(=O)c2snc(C(N)=O)c2N)C(C)C(=O)NCc2ccc(F)cc2)cc1 (stereo not given)
→ 4	-20	1.1	6	3.7%	4	11	-9	7
28: CCN(CC(=O)Nc1ccc2c(c1)OCCO2)Cc1cc(=O)oc2cc(C)c(C)cc12
→ -5	4	-0.7	-5	1.6%	0	-1	1	-1
29: O=C(CCC(=O)Nc1nnc(C2CCCCC2)s1)NCc1ccccc1
→ -8	·	·	-3	0.5%	-3	1	3	·
30: COc1ccc(C2CC(=O)Nc3cc4c(cc32)OCO4)c(OC)c1 (stereo not given)
→ -2	-13	1.9	17	4.1%	0	8	-1	·
31: O=c1c(-c2n[nH]c(=S)n2-c2ccccc2)cccn1Cc1cccc(Cl)c1
→ 2	4	-3.3	2	0.2%	2	4	?	-3
32: O=C(O)c1ccc(-n2ncc3c2/C(=C/c2cccc([N+](=O)[O-])c2)CC3)cc1
→ -4	-16	2.2	0	0.0%	-5	2	-2	-3
33: CCCCCn1nc(C(=O)OCc2nnc(-c3ccccc3)o2)c2ccccc2c1=O
→ 10	-3	-0.6	-2	6.7%	-1	2	8	-6
34: CCCNC(=O)c1ccc(C)c(NC(=O)C2=C(C)OCCS2)c1
→ 2	3	-0.5	3	-1.0%	-4	3	4	3
35: Cc1ccc(-c2nc3cccc(C)n3c2Nc2ccc3c(c2)OCO3)o1
→ 20	-5	-0.3	-17	0.5%	0	-1	11	·
36: COc1ccc(CCNC(=O)CCNC(=O)c2ccco2)cc1
→ 2	-1	-0.1	5	-0.5%	-1	1	-10	-27
37: Cc1ccc2oc(C(=O)N(CCO)Cc3ccccc3)c(C)c2c1
→ -1	12	-0.3	14	-0.1%	1	5	-10	15
38: Cc1ccc(S(=O)(=O)N(C)CC(=O)NC2CCCC2)cc1
→ -2	2	0.1	-2	1.7%	-1	1	-12	-12
39: CC1CCCc2sc3nc(N4CCN(CCO)CC4)n4ncnc4c3c21 (stereo not given)
→ 3	-4	1.7	12	6.8%	-6	2	2	-11
40: COC(=O)c1ccc(NC(=O)NCCCl)cc1
→ -2	5	7.5	1	-0.3%	-6	3	11	-3
41: COc1ccc(NC(=O)C(CC(=O)O)Cc2ccc(Cl)cc2)cc1 (stereo not given)
→ -11	5	0.1	4	-1.0%	0	0	4	4
42: CC(Oc1ccccc1)c1nnc(SCC(=O)NC2CC2)n1C (stereo not given)
→ 1	-5	0.7	11	-1.2%	-2	4	-1	0
43: CCOCCOc1cccc(C(=O)NC(c2ccccc2)c2ccccc2)c1
→ 1	-4	1.2	4	1.9%	-3	7	-2	7
44: CCCc1cc(=O)n2[nH]c(C)c(-c3ccc(OC)cc3)c2n1
→ 6	6	0.7	19	0.5%	-3	0	·	1
45: O=C(N/N=C/c1ccc(OC(F)F)cc1OC(F)F)NC1CCCCC1
→ 5	-4	-0.1	-2	0.0%	-1	-1	-37	-4
46: CC(CCN1CCC(n2nccc2NC(=O)c2ccccc2Cl)CC1)c1ccccc1 (stereo not given)
→ 2	5	14	16	3.3%	-4	23	-4	22
47: CS(=O)(=O)N(CC(=O)NCCSCc1ccccc1Cl)c1ccccc1F
→ -6	-3	0.8	2	-1.2%	-5	2	-5	-4
48: O=C(CCN1C(=O)/C(=C/c2ccccc2)SC1=S)NCCc1ccc(O)cc1
→ 5	11	-0.7	0	1.8%	-3	15	-10	-1
49: CNC(=S)Nc1ccc(C(N)=O)cc1
→ 16	8	-0.5	7	-4.0%	0	2	2	2
50: COCCN(C(=O)C1CCCC1)c1c(N)n(Cc2ccccc2)c(=O)[nH]c1=O
→ 6	-2	9.6	-25	1.7%	1	1	3	-19
51: CCn1ccc(C(=O)Nc2cccc(Cl)c2)n1
→ -3	2	-0.3	12	-0.3%	0	-1	-1	-5
52: CCOC(=O)C1(P(=O)(c2ccccc2)c2ccccc2)CCC1
→ 1	-4	0.3	-14	2.2%	-4	2	-22	-2
53: Cc1cc(SCC(=O)c2ccc(O)c(O)c2)n2nc(C)c(-c3ccccc3)c2n1
→ 0	9	-0.1	-21	1.8%	-10	1	-2	-8
54: Cn1c(N)c(C(=O)CSc2nnc(-c3ccccc3F)n2N)c(=O)n(C)c1=O
→ -2	0	-0.4	-3	9.6%	2	2	-16	34*
55: CCOC(=O)Cc1csc(NC(=O)CCCN2C(=O)c3ccccc3C2=O)n1
→ 0	-1	0.4	5	-1.5%	-9	0	0	13
56: CC(=O)C1=C(O)C(=O)N(c2ccccn2)C1c1ccc(Cl)cc1 (stereo not given)
→ -7	2	0.4	-4	14%	0	5	2	-7
57: COc1ccc(N2CCC(CNC(=S)Nc3cc(C)ccc3C)C2)cc1 (stereo not given)
→ -8	-5	1.0	-15	0.0%	-3	3	-2	-1
58: CCCCN(C)C(=O)c1cn(CC)c2ccc(S(=O)(=O)N(C)C)cc2c1=O
→ 0	-16	0.1	-31*	3.2%	·	3	·	9
59: CC(C)NC(=S)Nc1ccc2cn[nH]c2c1
→ 0	6	2.0	-3	0.1%	3	4	-13	-1
60: COc1ccc(OCC(=O)NCc2ccc(Cl)cc2)cc1
→ 18	-8	2.0	-11	-0.3%	-2	3	6	5
61: Clc1ccc(OCc2nn3c(-c4ccncc4)nnc3s2)cc1
→ 22	0	0.0	1	-0.2%	-3	7	·	-4

Of the compounds above, four contain two or more sulfur atoms.
Fields – TRHR PAM	D2 potentiator	D2 agonist	D1 antag	RXFP1 agonist	D1 PAM	D1 ag	RXFP1 antag	D2 antag
1: O=S(=O)(c1cccc(S(=O)(=O)N2CCC(N3CCCCC3)CC2)c1)N1CCOCC1
→ 49*	17	0.6	14	1.8%	-1	-1	·	6
3: Cc1cccc(-c2nsc(SCC(=O)NCc3ccco3)n2)c1
→ -4	-6	-1.0	-13	0.3%	-11	3	-4	7
47: CS(=O)(=O)N(CC(=O)NCCSCc1ccccc1Cl)c1ccccc1F
→ -6	-3	0.8	2	-1.2%	-5	2	-5	-4
48: O=C(CCN1C(=O)/C(=C/c2ccccc2)SC1=S)NCCc1ccc(O)cc1
→ 5	11	-0.7	0	1.8%	-3	15	-10	-1
